Screening data deposited in PubChem BioAssay by several laboratories.
LANA DNA inh: blocks KSHV LANA C-terminal domain binding to DNA | MBP-C-LANA/FAM-LBS DNA binding, fluorescence polarization | inhibition, % at 9 µM | 340,000 compounds, 0.078% hits | AID 504423;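 active = highest replicate inhibition at or above 60% at 9 µM, even if other replicates fall short; inactive = all replicates below 60% inhibition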;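 note: 0% = neutral control wells and 100% = 4 µM acridine orange control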
RTF Ca sens inh: cardiac RTF calcium desensitization. 340,000 compounds, 0.12% hits. inhibition, % at 7.15 µM. AID 493244. P19429+P45379. IANBD-labeled cardiac RTF, Ca2+ fluorescence;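 active = inhibition above the mean inhibition of all tested compounds plus 3 SD, cut at about 17% in these data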;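 note: assay run at fixed EC70 calcium of 1.6 mM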
PKA-R2B act: activators of human PKA-R2B complex | P22694+P31323 | PKA-R2B holoenzyme dissociation, Cy5-IP20 fluorescence polarization; R2B truncated from residue 108, S112A mutant; 0% DMSO only, 100% 113 µM cGMP | activation, % at 11.4 µM | 340,000 compounds, 0.079% hits | AID 504700;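 active = activation above a cutoff set at the mean over all compounds plus 3 SD, cut at about 18% in these data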;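 note: higher means more holoenzyme dissociation and a rise in polarization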
SR-BI DiI-HDL act: activators of SR-BI mediated HDL lipid uptake; CHO ldlA[mSR-BI] cells, DiI-HDL uptake fluorescence, 3 h; 100 = double the neutral-control signal; activation, % at 12.5 µM; 320,000 compounds, 0.096% hits;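 active = mean replicate activation of at least 60% and every replicate at or above 60%; inconclusive = mean or all-replicate condition met, but not both; inactive = mean below 60% and not all replicates reaching 60%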;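 note: 0% = median plate neutral-control signal and 100% = twice that signal; values of inactives mirror those of a sister screen read the other way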
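Test system: SR-BI-overexpressing, LDLR-lacking CHO cells; Medium: Ham's F12 with 0.5% BSA, HEPES 25 mM, pH 7.4; Schedule: 3 h, 37 °C; Technique: bottom-read fluorescence, 550/595 nm.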
DAGLB inhibitor: blocks human DAGLB lipase activity. Q8NCG7. HEK293T DAGLB membrane lysate, EnzChek fluorogenic substrate. inhibition, % at 5.17 µM. 340,000 compounds, 0.059% hits; in the data active = inhibition above about 34%;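 note: 0% = enzyme with vehicle and 100% = wells lacking enzyme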
Rtt109 Vps75: C. albicans Rtt109 histone acetyltransferase inhibition; Q5AAJ8; purified Rtt109/Vps75, ThioGlo CoA-SH fluorescence, 4 h; inhibition, % at 34.9 µM; 330,000 compounds, 0.16% hits;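 active = inhibition of at least 50% in every replicate; inconclusive = best replicate reaches 50% inhibition but some replicates fall short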
Target sequence (Q5AAJ8 whole entry, looked up): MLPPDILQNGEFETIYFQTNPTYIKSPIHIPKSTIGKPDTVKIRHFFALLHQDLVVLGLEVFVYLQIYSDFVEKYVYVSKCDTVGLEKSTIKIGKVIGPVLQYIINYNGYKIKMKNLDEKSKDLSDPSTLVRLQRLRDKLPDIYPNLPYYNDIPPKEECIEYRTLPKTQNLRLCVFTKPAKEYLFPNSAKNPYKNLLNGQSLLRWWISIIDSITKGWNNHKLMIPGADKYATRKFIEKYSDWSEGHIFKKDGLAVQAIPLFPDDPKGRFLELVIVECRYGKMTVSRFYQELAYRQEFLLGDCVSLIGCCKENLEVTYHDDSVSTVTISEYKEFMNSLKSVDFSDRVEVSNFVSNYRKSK
cardiac RTF act: increases calcium sensitivity of human cardiac regulated thin filaments; IANBD-labeled TnC RTF fluorescence at EC20 calcium; 0% EC20 calcium, 100% full calcium; activation, % at 7.2 µM; 340,000 compounds, 0.24% hits; AID 493008;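 active = activation above the mean over all tested compounds plus 3 SD, cut at about 30% in these data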;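 note: rise in fluorescence read as greater calcium sensitivity of cardiac thin filaments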
CAL PDZ FP-1: inhibitors of human CAL PDZ peptide binding; AID 504414; inhibition, % at 20 µM; purified CAL PDZ, TMR-peptide fluorescence polarization, 1 h; 330,000 compounds, 0.02% hits; Q9HD26;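 active = highest replicate inhibition of at least 40%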;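 note: plate controls were DMSO neutral control wells for no effect and unlabeled competitor peptide control wells for full effect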
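Material: tagged CAL PDZ domain; buffer or medium: 25 mM sodium phosphate pH 7.4, 150 mM NaCl, TCEP, IgG, Thesit; compound dosing: single point, 20 µM; schedule: 1 h incubation at room temperature before polarization reading; measured by: FP readout, S and P plane fluorescence; read-out basis: percent inhibition from loss of millipolarization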
CAL PDZ FP-2: inhibitors of human CAL PDZ peptide binding; purified CAL PDZ, TMR-peptide fluorescence polarization, 1 h; inhibition, % at 24.9 µM; 300,000 compounds, 0.92% hits; AID 602252;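 active = mean inhibition of at least 30% with at least half of replicates also reaching 30%; inconclusive = no clear call, values can overlap the other calls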;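 note: 0% = DMSO neutral control and 100% = excess unlabeled competitor peptide PRC23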
Keap1 Nrf2 FP: inhibitors of human Keap1-Nrf2 protein-protein interaction. Q14145. Keap1 Kelch-Nrf2 peptide fluorescence polarization, 1536-well. inhibition, % at 9.4 µM. 340,000 compounds, 0.15% hits; in the data active = inhibition above about 12%; inconclusive = no clear call, values can overlap the other calls; inactive = below about 7.3%;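 note: human Keap1 Kelch domain with fluorescein labeled Nrf2 9mer peptide probe; 0% = neutral control wells and 100% = peptide positive control; higher means more block of Keap1 binding to Nrf2 peptide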
Target sequence (Q14145 whole entry, looked up, the tested form may be a part): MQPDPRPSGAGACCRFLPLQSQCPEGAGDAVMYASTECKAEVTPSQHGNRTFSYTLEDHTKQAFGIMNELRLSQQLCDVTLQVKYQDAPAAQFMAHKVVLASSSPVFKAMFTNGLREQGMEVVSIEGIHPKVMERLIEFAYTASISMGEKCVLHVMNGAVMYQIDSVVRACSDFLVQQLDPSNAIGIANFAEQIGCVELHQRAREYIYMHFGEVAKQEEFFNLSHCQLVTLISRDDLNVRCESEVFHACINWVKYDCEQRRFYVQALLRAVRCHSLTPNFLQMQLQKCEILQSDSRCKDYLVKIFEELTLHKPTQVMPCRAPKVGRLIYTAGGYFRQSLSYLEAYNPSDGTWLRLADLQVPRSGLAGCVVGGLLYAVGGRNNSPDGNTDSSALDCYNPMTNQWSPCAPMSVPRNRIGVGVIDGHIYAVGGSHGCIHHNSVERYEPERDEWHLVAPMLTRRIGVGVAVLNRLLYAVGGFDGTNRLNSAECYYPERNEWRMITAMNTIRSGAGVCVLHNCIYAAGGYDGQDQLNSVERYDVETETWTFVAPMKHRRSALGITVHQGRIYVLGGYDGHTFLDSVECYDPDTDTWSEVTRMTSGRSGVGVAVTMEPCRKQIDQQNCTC
The depositor's hits bear a star; ? = inconclusive; . = no result given. Rows were taken by chance; overall some 1.6% were active at least once.

canonical_smiles	LANA DNA inh	RTF Ca sens inh	PKA-R2B act	SR-BI DiI-HDL act	DAGLB inhibitor	Rtt109 Vps75	cardiac RTF act	CAL PDZ FP-1	CAL PDZ FP-2	Keap1 Nrf2 FP
CCCCn1c(N)c(N(CC(C)C)C(=O)c2cc(C)oc2C)c(=O)[nH]c1=O	-0.9	5	-9	23	2	1	-3	-2.1	-3	-5
Cc1cccc(N2CCc3c2nc2ccc(Br)cc2c3N)c1	1.1	2	-3	-91	-4	2	-1	0.4	1	-1
O=C(c1ccncc1)N1CCN(S(=O)(=O)c2cccc([N+](=O)[O-])c2)CC1	-1.1	-17	-5	41	-1	-16	-2	-1.1	-4	-3
CCOC(=O)C1(CCOc2ccccc2)CCN(Cc2ccc(NC(C)=O)cc2)CC1	0.1	9	-8	1	-2	5	-4	-1.8	-5	-1
COc1ccc(CCNc2cc(C)nc3c(-c4ccccc4)c(C)nn23)cc1OC	4.4	-7	-7	-8	1	5	-4	0.6	-3	1
CCOC(=O)c1sc(C)c2c1NC1(CCCCC1)NC2=O	-0.5	1	-1	-18	2	-2	-5	-1.5	1	-2
Cc1ccc(C)c(N2CCN(C(=O)CCc3nc(-c4ccc(Br)cc4)no3)CC2)c1	2.9	-5	-11	24	-8	-17	-5	0.5	0	0
Cc1noc(C)c1NC(=O)Nc1ccc2c(c1)C(=O)N([C@H](C)CO)C[C@H](C)[C@@H](CN(C)S(=O)(=O)c1ccccc1)O2	-1.3	-13	0	15	0	4	3	-0.6	2	-5
C=CCn1c(Sc2nnc(C)s2)nc2c1c(=O)[nH]c(=O)n2C	0.0	-7	-5	29	2	-42	3	-1.9	-4	2
CCOC(=O)C1C(=O)NC(N2CCCCC2)=NC1c1ccco1 (centres undefined)	19	-9	-1	2	-3	2	1	-0.2	-1	0
CS(=O)(=O)N(CC(=O)NCC1CCCO1)c1cccc(Cl)c1 (centres undefined)	1.2	0	-3	16	-4	-2	0	0.5	0	-2
CC(=O)c1cccc(S(=O)(=O)N2CCC(C(=O)OC3CCOC3=O)CC2)c1 (centres undefined)	0.0	-6	-16	9	1	-3	-1	-0.3	.	-4
Cc1cc(C)cc(N(CC(=O)N2CCN(c3ccccc3)CC2)S(=O)(=O)c2c(C)noc2C)c1	0.1	-1	-4	4	-4	3	2	-0.6	-4	2
CC(=O)c1sc(Nc2cccc(C)c2)nc1C	0.6	-7	-2	.	0	-3	3	-4.1	0	5
Nc1cc(=O)[nH]c(SCC(=O)Nc2cc(Cl)cc(Cl)c2)n1	-1.4	-5	-6	-20	2	-2	-1	-2.6	-4	2
Cc1ccc(NC(=O)CSCC(=O)Nc2ccc(N3CCOCC3)cc2N2CCOCC2)cc1	-0.6	0	-9	-9	3	-14	0	-2.8	-1	0
COc1ccc(OC)c(-n2c(C)cc(C=O)c2C)c1	-1.2	-6	-4	-6	-3	-5	0	-3.7	-6	-5
O=C(N/N=C/c1ccc2c(c1)OCO2)c1cc(-c2ccccc2)nc2ccccc12	-2.9	-5	-1	0	-6	?	-7	0.4	4	6
CNC(=O)/C(=C\C=C\c1ccccc1)NC(=O)c1ccc([N+](=O)[O-])cc1	-0.4	-8	-2	-3	0	?	1	-1.6	.	1
COc1ccc(C2=Nn3c(nnc3-c3ccccn3)SC2)cc1	0.7	4	3	1	2	-6	-3	-4.1	.	-1
O=C(CNC(=O)c1ccc([N+](=O)[O-])cc1)N/N=C\c1ccc(OC(=O)c2ccccc2)cc1	0.8	-17	-1	-15	3	-3	-4	-1.6	4	2
CCOC(=O)C1CCN(C(=O)CCc2ccc(S(=O)(=O)NC(C)C)cc2)CC1	3.8	8	0	1	-2	-6	-1	-0.4	-3	2
COC(=O)/C(C(C)=O)=C(\C=C\N(C)C)N(C)C	0.8	3	7	17	1	-1	0	-0.4	-6	5
Cc1ccc(-n2nc3c(=O)n(CC(=O)NCc4cccs4)nc(C)c3c2C)cc1	-0.8	-10	2	-4	1	-5	1	-0.1	-7	-1
O=C(Cn1cnc2ccccc21)Nc1ccc2c(c1)OCCCO2	0.1	-14	-7	14	0	-1	-2	-1.3	-4	-6
CC(=O)N1CC(C)Sc2ccc(S(=O)(=O)NCCc3ccccc3)cc21 (centres undefined)	-0.1	-6	2	22	0	-3	-5	0.4	.	7
Cc1cc(C)n2nc(SC(C)C(=O)Nc3ccc(Cl)cn3)nc2n1 (centres undefined)	16	-16	0	13	2	-4	6	-2.1	-1	1
O=C1c2ccccc2C(=O)C1c1ccc(Cl)cc1	-0.4	-12	-2	17	4	-1	4	-2.7	-1	-1
Cc1cc(C)n(-c2nnc3n2N=C(c2ccccc2)CS3)n1	-1.0	-13	-1	15	0	-4	7	-0.1	-7	-5
Cc1nc2ncnn2c(C)c1Cc1cccc(F)c1	1.0	-10	-3	-5	0	-8	-4	-0.6	.	-1
CC1(C)CC(=O)C=C(Nc2ccccc2N)C1	0.4	-24	-5	-11	-1	3	18	0.0	.	-5
CC(C)C(=O)N1CCN(c2ccccc2NC(=S)NC(=O)c2cccs2)CC1	2.5	1	-12	.	0	5	5	-29	1	-2
Cc1ccc(S(=O)(=O)N(CC(=O)NCCSc2ccccn2)c2ccccc2F)cc1	-0.5	-3	0	4	-1	4	-4	-2.7	-8	5
COc1ccc2c(CC(=O)OCC(=O)Nc3ccc4c(c3)OCO4)coc2c1	0.3	-9	-10	8	-3	12	2	0.0	-2	-4
S=C(NCc1ccco1)NCC(c1ccco1)N1CCCCC1 (centres undefined)	-0.2	-7	11	0	-1	24	9	-0.8	.	3
CCN(C(=O)COC(=O)c1ccc(Br)o1)C1CCCCC1	-1.4	-6	-10	-5	-1	-4	9	-0.4	-2	-9
CCSc1nnc2n(-c3ccc(OC)cc3)c(=O)c3c4c(sc3n12)CCCC4	-1.1	-8	5	.	0	-6	10	-0.7	-3	-6
CC1CCCCN1C(=O)c1cc2nc(-c3ccccc3)cc(-c3ccccc3)n2n1 (centres undefined)	0.8	-4	-10	-48	-4	-4	4	-6.3	-3	-6
O=C(NCC(=O)N1CCN(c2ncccn2)CC1)c1ccccc1OC(F)F	2.2	-10	-6	0	0	-1	17	-0.2	15	2
O=C(N/N=C/c1ccccc1O)C(=O)N1CCCCCC1	-0.9	-8	9	8	2	-2	-3	0.3	2	1
C1=CC2CC1CC2CN1CCN(c2ccccc2)CC1 (centres undefined)	0.3	-4	-4	9	3	-8	-3	0.7	.	0
O=C(Cc1ccc(Cl)cc1)Nc1ccc(S(=O)(=O)Nc2ncccn2)cc1	-0.4	-5	-4	18	3	-21	-6	-0.9	-2	-1
CC(C)(C)NC(=O)/C(=C/c1ccco1)c1ccccc1	-1.2	0	-12	8	-1	10	5	-0.2	-2	-2
COC(=O)CCC(=O)OC1(C)C(=O)C2=CN(c3ccccc3)C(c3ccc(OC)cc3)=CC2=C(Br)C1=O (centres undefined)	-1.3	-10	-1	-10	9	-14	-5	0.0	-5	-1
C=CCOc1ccc(/C=C2/C(=N)N3N=C(CC(=O)N4CCCC4)SC3=NC2=O)cc1OC	40	-6	-2	0	3	3	-3	-2.3	-4	-3
Cn1c(SCC(=O)Nc2ccc(F)cc2)nnc1C1CC1	-0.2	6	-5	.	1	-10	3	-1.7	-1	-8
O=C(Nc1ccc(Cl)cn1)c1ccccc1[N+](=O)[O-]	0.0	-5	4	2	-1	-1	-1	0.1	-3	-5
Cc1onc(-c2ccccc2)c1C(=O)N1CCN(S(=O)(=O)c2ccc(OC(F)(F)F)cc2)CC1	1.5	-12	1	-14	-2	-3	6	-0.4	0	-2
COc1ccccc1N1CCN(c2ccc3cc(S(=O)(=O)N4CCCCC4)ccc3n2)CC1	-1.0	8	6	-9	-2	-11	1	-1.1	2	-6
Cc1cc(C(=O)COC(=O)c2cnccn2)c(C)n1-c1ccc(Br)cc1	-0.2	5	3	3	2	-7	-4	-1.0	-4	-4
CC(C)(C)c1cc(C(F)(F)F)nc(SCCCNC(=O)c2ccco2)n1	-1.8	-5	1	-56	-1	1	0	-0.2	-4	-2
CCn1c(SCC(=O)c2ccc(O)c(O)c2)nnc1-c1ccccc1	1.0	-5	7	.	6	-2	5	-0.9	-2	-3
Cc1csc(NC(=O)c2ccc(COc3ccccc3)o2)n1	0.2	5	-10	1	-6	-1	-5	-2.0	-9	0
COc1cc(/C=N/NC(=O)CN(CCc2ccccc2)S(=O)(=O)c2ccc(NC(C)=O)cc2)cc(OC)c1OC	0.6	-16	0	-21	0	5	-2	-3.0	-3	0
Cc1nn(CC(=O)NC(=O)c2ccccc2)c(C)c1[N+](=O)[O-]	-0.8	7	-5	13	1	3	-2	-1.2	.	-6
COc1cccc(/C=C/C(=O)c2cccc([N+](=O)[O-])c2)c1	0.2	-7	-11	1	1	2	8	-1.0	8	-4
NNC(=O)COc1ncn(-c2ccccc2)n1	0.2	-5	-3	.	-1	34	3	-0.7	-3	-1
CCN(CC(=O)Nc1ccccc1C(F)(F)F)C(=O)c1ccccc1Sc1ccccc1C#N	1.8	-8	1	-7	-1	-6	2	-0.5	-1	-2
CC(C)(C)NC(=O)CSc1nncn1NCc1cccc2ccccc12	0.6	-1	0	35	4	7	-2	0.0	1	0
O=C(CSc1nc2ccccc2c(=O)n1CCCN1CCOCC1)NC12CC3CC(CC(C3)C1)C2	-0.9	-6	2	.	-3	1	0	-0.3	2	-2

Additional results follow.
canonical_smiles	LANA DNA inh	RTF Ca sens inh	PKA-R2B act	SR-BI DiI-HDL act	DAGLB inhibitor	Rtt109 Vps75	cardiac RTF act	CAL PDZ FP-1	CAL PDZ FP-2	Keap1 Nrf2 FP
COC(=O)C(C)(C)ONC(=O)Nc1ccccc1	-0.2	-8	-5	19	0	-2	6	-2.2	0	-1
COc1ccc(OC)c(NC(=O)CCC(=O)Nc2nnc(C(F)(F)F)s2)c1	-0.2	4	-4	7	3	1	6	-2.1	-2	-9
CCN(CC(=O)NCc1cccs1)c1ccc(S(=O)(=O)N2CCCC2)cn1	-0.2	-4	6	.	1	5	2	0.4	7	-2
CC(=O)N1CCC(N(CCCOC(C)C)C(=O)Nc2ccc(Cl)cc2)CC1	-1.6	-6	16	-11	-1	-5	-4	0.3	-7	2
